VLA-4 agonist: allosterically activates the human VLA-4 integrin | P13612 | Jurkat cells, LDV-FITC binding, flow cytometry | activation, % at 10 µM (by protocol) | 24,000 tested, under 10 active | AID 528;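 active = fluorescent ligand binding to cells raised by more than 40% of the manganese-induced maximum; inconclusive = compound's own fluorescence above 85% of the ligand control signal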;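 note: 0% = ligand binding without compound and 100% = manganese-stimulated maximal binding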
Target sequence (P13612 whole entry, looked up): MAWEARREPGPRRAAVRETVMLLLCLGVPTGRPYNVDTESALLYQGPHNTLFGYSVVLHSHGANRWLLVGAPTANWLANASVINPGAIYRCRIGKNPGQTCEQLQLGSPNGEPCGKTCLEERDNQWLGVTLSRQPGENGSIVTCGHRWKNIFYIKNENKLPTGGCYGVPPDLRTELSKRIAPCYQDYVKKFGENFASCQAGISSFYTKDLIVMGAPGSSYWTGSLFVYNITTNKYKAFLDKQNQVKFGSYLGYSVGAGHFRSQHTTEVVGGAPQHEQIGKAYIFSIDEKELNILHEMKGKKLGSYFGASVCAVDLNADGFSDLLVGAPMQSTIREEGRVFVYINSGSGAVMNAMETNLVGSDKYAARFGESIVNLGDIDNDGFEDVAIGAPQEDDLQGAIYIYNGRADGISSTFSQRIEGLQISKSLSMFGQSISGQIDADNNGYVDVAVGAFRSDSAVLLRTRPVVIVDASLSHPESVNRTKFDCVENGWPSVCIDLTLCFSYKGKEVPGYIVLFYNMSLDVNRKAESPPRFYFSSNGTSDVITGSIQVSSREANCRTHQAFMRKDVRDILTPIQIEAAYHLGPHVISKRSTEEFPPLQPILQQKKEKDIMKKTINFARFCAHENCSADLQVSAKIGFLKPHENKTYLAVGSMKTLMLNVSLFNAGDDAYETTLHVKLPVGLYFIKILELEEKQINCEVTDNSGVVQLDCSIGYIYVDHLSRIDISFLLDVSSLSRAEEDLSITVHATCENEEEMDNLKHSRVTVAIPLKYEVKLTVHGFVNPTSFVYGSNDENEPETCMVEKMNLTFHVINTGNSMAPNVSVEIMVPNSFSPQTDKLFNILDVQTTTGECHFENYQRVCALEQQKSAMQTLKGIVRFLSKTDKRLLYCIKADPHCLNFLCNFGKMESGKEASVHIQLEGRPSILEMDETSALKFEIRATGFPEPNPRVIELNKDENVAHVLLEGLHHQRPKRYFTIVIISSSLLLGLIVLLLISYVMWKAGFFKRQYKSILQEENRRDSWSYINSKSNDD
Autofluor Jurkat: counter-screen for VLA-4 integrin: compound autofluorescence in Jurkat cells | hit rate 0.61% among 24,000 | fluorescence ratio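 (tested at 10 µM compound in the well)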 | flow cytometry; active compounds read high; 1 = vehicle-only cell background;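 active = fluorescence ratio above 2.44, which is 1 plus 3 SD of all ratios; inconclusive = signal too bright to measure linearly, ratio around 10 or more; inactive = fluorescence ratio below 2.44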;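 note: green fluorescence of cells measured with 488 nm excitation and 530 nm emission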
VLA-4 antagonist: inhibitors of LDV-FITC ligand binding to Mn2+-activated human VLA-4 integrin. P13612. Jurkat cells, LDV-FITC binding with Mn2+, flow cytometry; 100% = Mn2+-driven binding gain fully reversed. hit rate 0.2% among 24,000. AID 529. inhibition, % at 10 µM (by protocol);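 active = inhibition above 50%; inconclusive = compound itself fluorescent, judged against control cell fluorescence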;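 note: 0% = Mn2+ stimulated cells lacking compound and 100% = ligand binding without Mn2+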
Prostate diff: LNCaP prostate cell differentiation activation | side scatter shift, % at 10 µM | hit rate 0.56% among 24,000 | flow cytometry side scatter, 4 d;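 active = side scatter shift above 30%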;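 note: androgen-responsive LNCaP prostate cancer cells in charcoal-stripped serum medium; percent of cells past a gate set so DMSO wells show 10% shift; higher shift means more granular cells and more differentiation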
* hit, by the source's call; ? = inconclusive. Some of the compounds tested (hit frequency here may not be typical).

SMILES	VLA-4 agonist	Autofluor Jurkat	VLA-4 antagonist	Prostate diff
Nn1c(SCC(=O)Nc2ccc(S(=O)(=O)N3CCCC3)cc2)nnc1C(F)(F)F	-2	0.98	-14	2
CCn1c(=O)cc(OCC(=O)Nc2nc(C)cs2)c2ccccc21	-2	1.2	4	9
COC(=O)c1ccccc1Nc1ccccc1	-3	0.87	-6	6
Cc1ccc(C)c(NC(=O)CC(NCCCN2CCOCC2)C(=O)O)c1 (centres undefined)	-5	0.97	-13	2
Cn1c(=O)[nH]c2cc3ccccc3cc21	-3	1	5	12
CC(=O)N1CCC(N(CCCOC(C)C)C(=O)Nc2ccc(Cl)cc2)CC1	-2	1.1	10	10
Cc1cc(=O)[nH]c(SCC(=O)Nc2nc3c(s2)CCCC3)n1	3	0.94	-20	3
CCOc1ccc2[nH]c(C)c(CN3CCN(CC)CC3)c(=O)c2c1	7	1.1	-58	10
COC(=O)c1ccc(C(=O)OC)c(NC(=O)c2cnc3n(c2=O)CCS3)c1	3	0.94	-9	5
Cc1ccc2c(c1)N(CCC(=O)NCc1ccc3c(c1)OCO3)C(=O)CO2	1	1.1	-8	8
CC1CN(c2c3c(nc4ncnn24)CCCC3)CC(C)O1 (centres undefined)	0	0.95	9	7
CCOC(=O)c1[nH]c(C)c(C(=O)Nc2ccc(C)c(Cl)c2)c1C	-6	1.2	10	8
CCOC(=O)c1ccc(NC(=O)CSc2ncccn2)cc1	-2	1.2	-12	9
Brc1ccc(-c2nnc3sc(CN4CCN(c5ccccc5)CC4)cn23)cc1	?	1.1	?	10
COc1ccc(N2C(=O)C(Cl)=C(Nc3c(C)n(C)n(-c4ccccc4)c3=O)C2=O)cc1	-3	1.1	4	4
Cc1sc2c(c1C)CN(Cc1ccco1)CN2C(=O)c1ccccc1	?	1.2	?	8
Cc1cc(-n2c(C)cc(C(=O)CSc3nnnn3-c3ccc(Cl)cc3)c2C)no1	-3	1.1	-6	13
NS(=O)(=O)c1cc2c(cc1Cl)NC=NS2(=O)=O	1	1.1	-5	2
O=c1[nH]c(NCc2ccccc2)nc2c1CCCC2	4	1	-16	5
OC(COc1ccc2ccccc2c1)CN1CCN(c2ccc(F)cc2)CC1 (centres undefined)	-5	1	20	10
CCSc1nnc(NC(=O)CSc2nc3c(c(=O)n2-c2ccccc2OC)SCC3)s1	?	1.1	?	0
C=CCn1c(-c2ccccc2)c[nH]c1=S	?	1.5	?	5
CCOC(=O)c1c(C)c(C(=O)NCc2cccnc2)c(C)n1C	4	0.94	-8	6
Cc1noc(C)c1S(=O)(=O)N1CCN(Cc2ccc3c(c2)OCO3)CC1	-3	1	0	5
CCOC(=O)C1=C(C)N(C)C(=O)NC1c1ccccc1OC (centres undefined)	-11	0.97	-19	5
(cont.)
SMILES	VLA-4 agonist	Autofluor Jurkat	VLA-4 antagonist	Prostate diff
Cc1ccc(S(=O)(=O)Cc2ccc(C(=O)NCCCN3CCN(C)CC3)o2)cc1	5	1	0	4
Fc1cccc(NCc2cn3ccccc3n2)c1	-6	0.97	-9	6
O=C(Cn1cc2c(n1)CCCCC2)NC1CCN(Cc2ccccc2)CC1	8	0.85	4	6
CCOC(=O)N1CCC(NC(=O)c2ccc3c(c2)N(CC)CCS3)CC1	-2	1.1	0	2
O=C(CSc1nc2ccsc2c(=O)n1NC(=O)c1ccccc1)Nc1nccs1	-7	1	6	6
COc1ccccc1C1C(C(N)=O)=C(C)Nc2nc(-c3ccccc3Cl)nn21 (centres undefined)	?	1.2	?	4
COc1ccc(CCNC(=O)CCCCn2c(=O)[nH]c3ccccc3c2=O)cc1OC	4	1	1	3
CCc1c(C)c2c(C)[nH]nc2oc1=O	-1	1.2	15	14
Cc1ccc(Cl)cc1N1CCN(C(=O)Cn2ccc3ccccc3c2=O)CC1	?	1.1	?	5
COc1ccccc1C1(CC(=O)N2CCOCC2)CCOC(C(C)C)C1 (centres undefined)	6	1	-25	7
Cc1nn(C)c(C)c1S(=O)(=O)NCc1cccs1	?	1.1	?	6
COc1ccc2cc3cc(C(=O)NCC4CCCO4)oc3nc2c1 (centres undefined)	0	0.93	-18	6
CC(C)N=c1cc2n(-c3ccc(Cl)cc3)c3ccccc3nc-2cc1Nc1ccc(Cl)cc1	?	3.9*	?	1
CC(C)(C)NC(=O)Nc1ccccc1C(N)=O	1	1.1	-33	10
COc1cc2c(cc1OC)-c1nnc(-c3cccs3)n1C(C)(C)C2	0	1	1	8
COc1ccc(NC(=O)CSc2nnc(Cn3c(=O)sc4ccccc43)n2C)cc1	-2	0.8	-10	3
CCOC(=O)C1=C(C)Nc2ncnn2C1c1cc(OC)ccc1OC (centres undefined)	-2	0.99	-10	10
O=C(NCc1cccs1)c1cc(-c2cccc(Cl)c2)on1	2	1.1	0	10
CCOC(=O)N1CCN(CC(=O)c2c(C)[nH]c3ccccc23)CC1	-6	1	-14	3
COc1ccc(C(=O)N2CCN(C3CCC(c4ccccc4)CC3)CC2)cc1OC (centres undefined)	-7	1.2	-14	2
O=C1C2CCCN2C(c2ccc(F)cc2)N1c1cccc(Cl)c1 (centres undefined)	-3	1	1	7
O=c1cc(COn2nnc3ccc(C(F)(F)F)cc32)nc2sccn12	?	1.1	?	17
Cc1cccc(N2CCN(C(=O)Cc3c(C(=O)O)[nH]c4ccc(Cl)cc34)CC2)c1C	4	1.1	-14	8
CCCOc1ccc(OCCSc2ncccn2)cc1	4	1	-26	12
CCCOc1c(OC)cccc1C1CC(=O)Nc2cc3c(cc21)OCCO3 (centres undefined)	13	0.91	2	11

Pulled by compound from the entries so far, two records:
SMILES	VLA-4 agonist	Autofluor Jurkat	VLA-4 antagonist	Prostate diff
O=C(Cn1cc2c(n1)CCCCC2)NC1CCN(Cc2ccccc2)CC1	8	0.85	4	6
CCCOc1c(OC)cccc1C1CC(=O)Nc2cc3c(cc21)OCCO3 (centres undefined)	13	0.91	2	11

Shown with two lines to a compound: entries from further up
Results follow in this order: VLA-4 agonist | Autofluor Jurkat | VLA-4 antagonist | Prostate diff
COc1ccc(CCNC(=O)CCCCn2c(=O)[nH]c3ccccc3c2=O)cc1OC
    4 | 1 | 1 | 3
CCc1c(C)c2c(C)[nH]nc2oc1=O
    -1 | 1.2 | 15 | 14
Cc1ccc(Cl)cc1N1CCN(C(=O)Cn2ccc3ccccc3c2=O)CC1
    ? | 1.1 | ? | 5
COc1ccccc1C1(CC(=O)N2CCOCC2)CCOC(C(C)C)C1 (centres undefined)
    6 | 1 | -25 | 7

Next compounds follow:
SMILES	VLA-4 agonist	Autofluor Jurkat	VLA-4 antagonist	Prostate diff
COc1ccc(C(=O)CCC(=O)O)cc1	4	1	-12	11
CCn1c(=O)cc(OCC(=O)NCCCN2CCC(C)CC2)c2ccccc21	5	1	13	9
CCCCN(CC)CCNc1c(NC2CCN(C(=O)OCC)CC2)c(=O)c1=O	-1	1	-9	11
COc1cccc(OCC(O)CN2CCOCC2)c1 (centres undefined)	-3	0.94	38	4
NC(=O)C1(N2CCCCC2)CCN(C(=O)c2ccc(C#Cc3ccccc3)o2)CC1	-5	1.1	3	19
CCCCOc1ccccc1NC(=O)Cn1c(-c2nonc2N)nc2ccccc21	-10	1.1	15	29
Cc1ccc(N(C(=O)c2ccncc2)C2C=CS(=O)(=O)C2)cc1 (centres undefined)	4	1	-4	3
O=C(CN1CCOc2ccccc21)N1CCC(Cc2ccccc2)CC1	-1	1.1	0	6
CCOC(=O)N1CCC(Nc2c(NCCCN(C)Cc3ccccc3)c(=O)c2=O)CC1	?	0.87	?	11
O=C(O)CC1Sc2nc3ccccc3n2C1=O (centres undefined)	2	0.97	9	9
Cc1ccc(-n2nnc3c(=O)n(Cc4cc(C)ccc4C)cnc32)cc1	-4	1	9	3
C=CCn1c(SCc2cccc(C#N)c2)nnc1-c1ccccc1O	5	0.93	2	6
Cc1occc1C(=O)Nc1nnc(C2CCCCC2)s1	-3	0.94	2	12
COc1nc(C)nc2c1sc(=S)n2C	-1	0.99	-3	10
CCOC(=O)c1cccc(NC(=O)CS(=O)(=O)Cc2nc(-c3cccc(OC)c3)oc2C)c1	3	1.1	0	6
O=C(Cc1ccc(-n2cccc2)cc1)N1CCc2ccccc21	?	4.9*	?	10
COc1cccc(NC(=O)N(CCCN2CCOCC2)C(C)c2cc3cccc(OC)c3o2)c1 (centres undefined)	-2	1	-2	8
COC(=O)c1[nH]c(C)c(/C(O)=C2\C(=O)C(=O)N(CCCN3CCOCC3)C2c2ccccn2)c1C (centres undefined)	14	1	-42	15
COc1ccc(CCNC(=O)CSc2nnnn2-c2ccccc2OC)cc1OC	2	1	8	8
O=C(CCN1C(=O)c2ccccc2C1=O)N1CCN(C(=O)c2ccccc2)CC1	-7	1	-18	4
COC(=O)c1c(N)n(-c2cc(OC)cc(OC)c2)c2nc3ccccc3nc12	?	2.1	?	16
CCOC(=O)c1ccccc1NC(=O)c1cc2sccc2n1C	2	1.1	-6	26
O=C1C2CCCN2C(c2ccccc2F)N1c1ccc(F)cc1 (centres undefined)	5	0.97	-7	7
COc1ccc(-n2c(=S)[nH]c3cc(C(=O)NCc4ccco4)ccc3c2=O)cc1OC	0	0.97	-4	10
Cn1c(SCC(=O)c2cc3ccccc3o2)nnc1-c1ccccc1	-10	1.6	7	8
(list continues)
SMILES	VLA-4 agonist	Autofluor Jurkat	VLA-4 antagonist	Prostate diff
CC(C)Oc1ccc(N2CC(C(=O)Nc3ccccc3F)CC2=O)cc1 (centres undefined)	10	0.9	-22	7
Cc1ccc(-c2nc(CS(=O)CC(=O)NCc3ccc(Cl)cc3)c(C)o2)cc1 (centres undefined)	-6	0.83	-22	5
CCOC(=O)N1CCN(S(=O)(=O)c2ccc3c(c2)CCN3C(=O)C2CCC2)CC1	1	1.1	11	12
COCCN(CC(=O)NCc1ccccc1)C(=O)CCC(=O)Nc1ccccn1	-2	0.97	-12	10
O=C(OCC#CCSc1nc2ccccc2s1)c1ccco1	6	1	-28	2
COc1ccc(C2=NOC(C(=O)Nc3ccc(C)cc3)C2)cc1OC (centres undefined)	-1	1	13	2
O=C(NCC1CCCO1)C1CCN(S(=O)(=O)c2cccc3nonc23)CC1 (centres undefined)	2	1	12	1
COc1ccc(NC(=O)C(c2ccc(C)cc2)N(C)C(=O)c2cnccn2)cc1 (centres undefined)	1	1	-13	6
COC(=O)C(C#N)C(=C1C(=O)CC(C)(C)CC1=O)c1ccc(O)cc1 (centres undefined)	5	0.52	-14	7
CCOCC(=O)Nc1sc2c(c1C(=O)OCC)CCCC2	-20	1	-13	10
Cc1c(NC(=O)CN2C(=O)C3C4C=CC(C4)C3C2=O)c(=O)n(-c2ccccc2)n1C (centres undefined)	5	0.9	-22	0
CN(C1CCS(=O)(=O)C1)S(=O)(=O)c1cccc2nsnc12 (centres undefined)	-12	0.99	36	10
CCN1CCN(C(c2cccs2)C(C)NC(=O)c2ccco2)CC1 (centres undefined)	-1	0.94	-2	3
CCS(=O)(=O)N1CCCC(C(=O)NCc2cccc(OC)c2)C1 (centres undefined)	2	1	-6	4
CCC(=O)O[C@]1(C(=O)CCl)[C@@H](C)C[C@H]2[C@@H]3CCC4=CC(=O)C=C[C@]4(C)[C@@]3(F)[C@@H](O)C[C@@]21C	-10	1.2	-8	6
O=C(CCC(=O)c1cccs1)NCc1ccccc1	0	1	-12	14
O=C(c1ccc2nc(N3CCOCC3)sc2c1)N1CCC2(CC1)OCCO2	10	1	-18	1
CCN(c1ccccc1)c1cc(C)nc2nc(C)nn12	?	1.1	?	9
CCC(C)NC(=O)CS(=O)Cc1nc(-c2cccc(C)c2)oc1C (centres undefined)	?	0.87	?	12
Cc1ccccc1CN1C(=O)C2(OCCCO2)c2ccccc21	?	1.1	?	10
CCc1[nH]nc2c1C(c1cccc(OC(=O)N3CCOCC3)c1)C(C#N)=C(N)O2 (centres undefined)	-4	1	2	3
CCc1ccc(NC(=O)CCN2C(=O)c3cccnc3C2=O)cc1	3	1	0	6
CC1CCN(CCNC(=O)CN(C)S(=O)(=O)c2cccc3nsnc23)CC1	5	1	-16	6
Cc1ccc(N(C(=O)c2ccc(Br)o2)C2C=CS(=O)(=O)C2)cc1 (centres undefined)	6	0.89	-15	11
O=C(Cn1cnc2c(nnn2Cc2ccc(F)cc2)c1=O)NCc1ccc2c(c1)OCO2	6	0.99	-11	6
O=C(Cn1nnc2c(cnn2-c2ccc(F)cc2)c1=O)c1ccccc1F	0	1	0	8
O=C(NCCN1CCN(c2cccc(Cl)c2)CC1)c1cccn2c(=O)c3ccccc3nc12	?	1.3	?	6
Cc1ccc(-c2nnc(SCC(=O)N3CC(C)CC(C)C3)o2)cc1C (centres undefined)	-4	1.1	5	5
CC1Cc2nc(SCC(=O)N3CCCc4ccccc43)n(C)c(=O)c2S1 (centres undefined)	-3	0.99	-4	3
COc1cccc(C(c2sc3nc(C)nn3c2O)N2CCC3(CC2)OCCO3)c1 (centres undefined)	1	0.99	-1	1

Limited to VLA-4 antagonist (four entries from above):
SMILES | VLA-4 antagonist
O=C(NCCN1CCN(c2cccc(Cl)c2)CC1)c1cccn2c(=O)c3ccccc3nc12 | ?
COC(=O)C(C#N)C(=C1C(=O)CC(C)(C)CC1=O)c1ccc(O)cc1 (centres undefined) | -14
Cc1ccc(N(C(=O)c2ccc(Br)o2)C2C=CS(=O)(=O)C2)cc1 (centres undefined) | -15
CCOCC(=O)Nc1sc2c(c1C(=O)OCC)CCCC2 | -13
